Yeast superoxide – reduction of superoxide in aged yeast, primary screen, HTS. S. cerevisiae aged cells, superoxide DHE fluorescence; hits give low values. superoxide response (% of plate mean), % at 10 µM. 330,000 compounds, 0.18% hits;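 active = superoxide response under a set limit, about three screen SD below normal, cut at about 65% in these data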;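 note: yeast aged for seven days with compound at 30 °C before DHE staining; 100% = average MFI of all compound-treated wells on the plate with controls excluded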
MEX-5 binding – MEX-5 zinc finger RNA-binding disruptors – biochemical, C. elegans, fluorescence polarization, MLPCN library, primary screen; Zinc finger protein mex-5 (Caenorhabditis elegans), Q9XUB2; MEX-5/FITC-TCR2 RNA binding; hits give low values; activity score (negative = inhibition of binding), % at 10 µM; 300,000 compounds, 0.38% hits;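 active = inhibition past about -25% in most replicates, and total fluorescence under double the plate's negative control median, limit read from the data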;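 note: 0% = DMSO and -100% = 5 µM competing unlabeled TCR2 RNA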
Target sequence (Q9XUB2 whole entry, looked up): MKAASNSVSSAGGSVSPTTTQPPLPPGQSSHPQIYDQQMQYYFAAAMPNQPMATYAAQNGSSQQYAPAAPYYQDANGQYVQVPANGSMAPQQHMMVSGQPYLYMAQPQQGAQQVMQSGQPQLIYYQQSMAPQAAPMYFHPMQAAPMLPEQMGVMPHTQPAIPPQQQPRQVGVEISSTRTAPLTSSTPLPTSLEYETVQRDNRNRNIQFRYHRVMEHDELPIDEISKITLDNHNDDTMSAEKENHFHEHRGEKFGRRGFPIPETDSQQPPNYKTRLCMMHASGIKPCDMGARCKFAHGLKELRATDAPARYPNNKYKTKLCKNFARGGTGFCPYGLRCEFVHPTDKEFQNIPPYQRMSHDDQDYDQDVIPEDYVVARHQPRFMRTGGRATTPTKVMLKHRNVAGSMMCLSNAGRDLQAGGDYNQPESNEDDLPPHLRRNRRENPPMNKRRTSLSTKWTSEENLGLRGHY
GLD-1 TGE inh – GLD-1/TGE RNA complex disruptors, primary screen, biochemical, fluorescence polarization; 320,000 compounds, 0.44% hits; purified GLD-1 + fluorescein TGE RNA; Female germline-specific tumor suppressor gld-1 (Caenorhabditis elegans), Q17339; AID 2280, 2010; inhibition, % at 5.96 µM;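 active = percent inhibition above a per-plate cutoff, the plate mean of test compounds plus 3 SD, cut at about 30% in these data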;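 note: 0% = DMSO wells with GLD-1 and probe and 100% = wells lacking GLD-1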
MCL1 BIM primary – inhibitors of MCL1 binding to BIM-BH3, primary screen, biochemical, fluorescence polarization; Induced myeloid leukemia cell differentiation protein Mcl-1 (Homo sapiens), Q07820; GST-MCL1 / FITC-Bim-BH3 fluorescence polarization; inhibition, % at 10.9 µM; 320,000 compounds, 0.68% hits;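 active = inhibition above the mean inhibition of all tested compounds plus 3 SD, set per campaign, cut at about 40% in these data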;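 note: 0% = DMSO wells and 100% = unlabeled Bim-BH3 peptide control; higher means more loss of mP so more displacement of Bim peptide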
EBNA-1 inhibitor – EBNA-1 DNA-binding inhibitors, primary screen, biochemical, fluorescence polarization; 300,000 compounds, 0.34% hits; inhibition, % at 14.8 µM; AID 1950, 2009; in the data active = inhibition above about 28%
Efflux pump mplx – inhibitors of Candida efflux pumps in yeast, primary screen, S. cerevisiae, Nile Red, multiplex | S. cerevisiae Candida pump triplex | inhibition, % at 10 µM | 330,000 compounds, 0.44% hits;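 active = plate passing quality check with inhibition over a set limit, or well fluorescence over plate mean plus 4 SD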;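 note: Nile Red retained in pooled yeast measured as flow cytometry median fluorescence; 0% = buffer negative control and 100% = Enniatin B positive control; higher means more Nile Red kept so more efflux inhibition; some compounds called inactive have numbers as strong as hits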
Fam108B counter – mouse Fam108B serine hydrolase inhibitors, primary screen, counter-screen for RBBP9 inhibitor project, biochemical, fluorescence polarization; recombinant Fam108B, FP-Rh probe fluorescence polarization; inhibition, % at 9.51 µM; 300,000 compounds, 0.33% hits; AID 1947, 2009;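 active = inhibition above the screen mean inhibition plus 3 SD, computed separately per campaign, cut at about 18% in these data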;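 note: inhibitors lower polarization as less probe binds the enzyme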
Bcl-xL primary – inhibitors of human Bcl-xL, primary screen, biochemical, fluorescence polarization, HTS | Bcl-2-like protein 1 (Homo sapiens), Q07817 | GST-Bcl-xL / FITC-Bim BH3 peptide fluorescence polarization | inhibition, % at 10.9 µM | 320,000 compounds, 0.7% hits;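 active = inhibition above the mean of all tested compounds plus 3 SD, cutoff set per campaign, cut at about 30% in these data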;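 note: 0% = DMSO wells and 100% = unlabeled Bim-BH3 peptide competitor; inhibitors lower millipolarization by displacing the labeled peptide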
Target sequence (Q07817 whole entry, looked up): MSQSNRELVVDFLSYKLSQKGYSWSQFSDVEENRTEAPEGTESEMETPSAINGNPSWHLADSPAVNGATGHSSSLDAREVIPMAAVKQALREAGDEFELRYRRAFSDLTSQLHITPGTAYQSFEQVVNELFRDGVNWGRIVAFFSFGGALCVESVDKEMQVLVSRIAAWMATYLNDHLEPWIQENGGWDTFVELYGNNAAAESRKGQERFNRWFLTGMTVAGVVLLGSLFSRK
ZTA DNA inh – counter-screen for EBNA-1 inhibitors: inhibitors of Epstein-Barr virus ZTA | P03206 | ZTA-DNA binding, fluorescence polarization | inhibition, % at 11 µM | 320,000 compounds, 0.15% hits | AID 2234; in the data active = inhibition above about 33%
Target sequence (P03206 whole entry, looked up): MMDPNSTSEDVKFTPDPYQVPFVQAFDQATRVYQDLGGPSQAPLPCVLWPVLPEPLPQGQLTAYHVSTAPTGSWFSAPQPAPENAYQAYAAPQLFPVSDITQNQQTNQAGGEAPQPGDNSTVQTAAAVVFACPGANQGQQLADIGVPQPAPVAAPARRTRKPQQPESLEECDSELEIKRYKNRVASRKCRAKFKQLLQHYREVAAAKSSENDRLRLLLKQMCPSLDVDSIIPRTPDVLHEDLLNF
* = called active by the depositor; x = no result given.

SMILES | Yeast superoxide | MEX-5 binding | GLD-1 TGE inh | MCL1 BIM primary | EBNA-1 inhibitor | Efflux pump mplx | Fam108B counter | Bcl-xL primary | ZTA DNA inh
Cc1c(NC(=O)CSc2nc3ccccc3c(=O)n2C(C)C)c(=O)n(-c2ccccc2)n1C | 89 | x | 1 | 6 | x | 0.1 | x | 8 | 9
O=C(NNC(=O)c1ccc(O)cc1O)c1ccc(-c2ccccc2)cc1 | 97 | -1.8 | 6 | 16 | -6 | -0.2 | 3 | 4 | -15
COc1ccc(CCNC(=O)C2CC(=O)N(c3ccc(C(C)(C)C)cc3)C2)cc1OC (stereo not given) | 102 | 0.7 | 0 | -2 | 1 | 0.1 | -4 | 0 | 4
Cc1ccc(NC(=O)c2ccc(=O)n(CC(=O)Nc3ccccc3)n2)cc1 | 126 | -0.4 | -4 | -6 | -1 | 0.0 | -14 | -1 | 1
CCCn1c(C2CC(=O)N(c3cc(OC)ccc3OC)C2)nc2ccccc21 (stereo not given) | 83 | -0.5 | 6 | 7 | 1 | 0.1 | -3 | 9 | 6
CC(C)c1ccc(-c2c(C#N)c(N)nc(SCC(=O)N3CCCCC3)c2C#N)cc1 | 100 | -0.9 | 1 | -1 | 10 | 0.2 | -7 | 5 | -1
CCOC(=O)N1CCN(C(=O)Nc2cccc3ccccc23)CC1 | 109 | -0.4 | 6 | -1 | -3 | -0.2 | -2 | 6 | -15
COC(=O)c1cc(S(=O)(=O)N2CCCCC2)ccc1N1CCOCC1 | 108 | -0.6 | 2 | -4 | -2 | 0.0 | 5 | 2 | -15
N#CC(c1ccccc1)c1ccc2c(C(F)(F)F)cc(C(F)(F)F)nc2n1 (stereo not given) | 115 | -1.6 | 0 | 1 | 0 | 0.1 | 10 | 1 | -3
CCOP(=O)(OCC)c1nc(Cc2ccccc2)oc1NCc1ccccc1 | 107 | -1.2 | 3 | 3 | 4 | 0.1 | 3 | 4 | 0
CCN(CC(=O)Nc1c(F)cccc1F)C(=O)c1ccccn1 | 109 | x | -3 | 0 | x | 0.2 | x | 0 | 4
CCOC(=O)C(NC(=O)c1ccccc1OCC)(Nc1ncccn1)C(F)(F)F (stereo not given) | 89 | -2.6 | -1 | 8 | -8 | 0.1 | 1 | 1 | -5
COc1ccc(CCNC(=O)c2ccc(N(C)S(=O)(=O)c3ccccc3)cc2)cc1 | 103 | 0.3 | -3 | 0 | -1 | 0.0 | 1 | 0 | 13
CCOC(=O)Cn1c(-c2nonc2NC(=O)c2ccccc2F)nc2ccccc21 | 107 | -4.6 | 9 | -2 | -17 | 0.5 | -5 | -1 | 3
O=C(Cn1c(N2CCN(c3ccccc3)CC2)nc2ccccc21)c1ccccc1 | 107 | -3.9 | -1 | -6 | 1 | 0.0 | -4 | -6 | -9
O/C(=C\Sc1nnc(Cc2ccccc2)o1)c1ccc(F)cc1 | 88 | -0.3 | 10 | 1 | -6 | 0.1 | 10 | 2 | 2
O=C(CN(C(=O)c1csnn1)c1cccc2ccccc12)NC1CCCC1 | 101 | -0.6 | 9 | 3 | 4 | -0.1 | 1 | 4 | -1
Cc1cccc2cc3c(NC(=O)CC(C)C)nn(C)c3nc12 | 108 | -0.7 | 1 | -1 | 3 | 0.0 | 6 | 0 | 3
O=C1c2nc3cc(-c4ccccc4)[nH]n3c(=O)c2CN1Cc1ccccc1 | 105 | 0.2 | 4 | -1 | 4 | -0.1 | 4 | 1 | 3
CCOc1cc(C)c(-c2onc(C(F)(F)F)c2-c2csc(C)n2)c(O)c1 | 92 | 0.9 | 8 | -1 | -4 | -0.2 | 1 | 1 | 1
COc1ccccc1NC(=O)CSc1nnc(CC(=O)Nc2ccccc2)n1C | 99 | 0.7 | 3 | 5 | -8 | -0.1 | 4 | -1 | -4
O=C(C1COc2ccccc2O1)N1CCCC1 (stereo not given) | 96 | 0.8 | 4 | 2 | 10 | 0.0 | 3 | 3 | 12
Cc1ccc(-c2csc(NC(=O)/C=C/c3cccs3)n2)cc1C | 117 | 0.1 | 1 | 4 | -1 | 0.4 | -1 | 6 | 7
Cc1ccc(C(=O)NCCC(=O)NCc2ccco2)cc1 | 116 | -1.4 | 2 | 4 | -3 | 0.0 | -3 | -3 | -35
CC(C)CC(=O)NC(=S)N1CCN(c2ccc([N+](=O)[O-])cc2Cl)CC1 | 105 | -4.0 | 3 | -12 | 6 | -0.1 | 0 | -11 | 10
CC(C)NC(=O)C1CCN(C(=O)N(C)C)CC1 | 102 | 2.6 | -8 | 2 | 1 | 0.0 | 7 | 1 | 6
CCOc1c(C#N)c(C#N)c2nc(C)cc(C)n12 | 102 | 6.0 | -9 | -19 | -5 | 0.0 | 3 | -4 | 17
NCCCC[C@@H]1NC(=O)c2cc([N+](=O)[O-])cc(I)c2SC[C@@H](C(N)=O)NC(=O)[C@H](Cc2ccc(O)cc2)NC1=O | 128 | -3.6 | 4 | 6 | -10 | -0.1 | 2 | 5 | -16
COc1ccc(-n2nnnc2CNC(=O)c2ccc3ccccc3c2)cc1 | 91 | -4.4 | 2 | 5 | 5 | 0.2 | 2 | 1 | -4
CCN(CC)S(=O)(=O)c1ccc(C(=O)NCCOC(=O)c2ccc(F)cc2F)cc1 | 99 | 0.4 | 8 | 0 | 8 | 0.0 | -4 | 5 | -9
CCC(C)/C(C)=N/NC(=O)c1cn(-c2ccccc2)nc1-c1ccccc1 (stereo not given) | 103 | 0.9 | 4 | -1 | -4 | 0.5 | 4 | 2 | -2
Cc1ccc(NC(=O)CN(C)C(=O)CSc2nnc(C(F)(F)F)n2C)cc1 | 105 | -1.8 | -4 | 1 | 3 | 0.0 | -1 | 1 | -2
COc1ccc(/C=N/n2c(-c3ccco3)nc3ccccc3c2=O)cc1 | 96 | -2.2 | 6 | -3 | -12 | 0.0 | 0 | 2 | -2
CCCc1nc2c(o1)CC(CC(C)SCC)CC2=O (stereo not given) | 112 | -0.4 | -2 | 3 | -9 | 0.0 | 0 | 7 | -19
O=C(c1ccc([N+](=O)[O-])s1)N1CCN(c2ccccn2)CC1 | 109 | 2.1 | -6 | 9 | -8 | -0.1 | 2 | 2 | 1
COc1ccc(-n2nc(C(=O)NCC(=O)N(C)Cc3ccccc3)c3ccccc3c2=O)cc1OC | 85 | -0.1 | -2 | 2 | 2 | 0.1 | 0 | 3 | 6
Cc1cc(C)c2ccc3c(C)c(C)nc3c2[nH]1 | 98 | x | -4 | 7 | -7 | -0.1 | -1 | 5 | -2
O=C(COC(=O)[C@@H]1CCCN1C(=O)c1cccs1)NCCc1ccccc1 | 87 | 1.8 | 0 | 10 | 4 | -0.1 | -1 | 4 | -11
Nc1ccccc1NC1=CC(=O)CC(c2ccccc2)C1 (stereo not given) | 116 | 1.0 | -12 | -6 | -5 | 0.1 | -6 | -3 | 3
Cn1nc(C(F)(F)F)c(-c2ccc(Br)cc2)c1NC(=O)C1CCC1C(=O)O (stereo not given) | 106 | 0.2 | 7 | 3 | -7 | 0.1 | 0 | -1 | 3
Cc1ccc(NC(=O)c2ccc(CNc3c(N4CCOCC4)c(=O)c3=O)cc2)cc1 | 97 | -3.7 | 6 | 7 | -1 | -0.2 | 0 | 6 | 4
Cc1cc(C(C)(C)C)ccc1OCCn1ccnc1 | 108 | 19 | -2 | 2 | -6 | 0.2 | 6 | 8 | -12
c1ccc(COc2cncc(-c3cccnc3)c2)cc1 | 100 | x | -1 | 3 | x | 0.4 | x | -4 | 8
CSCCC(NC(N)=O)C(=O)NCc1ccc(Cl)cc1 (stereo not given) | 96 | -0.7 | 0 | -20 | 7 | 0.0 | 1 | -6 | -8
O=C(NCc1cc2ccccc2[nH]1)C1CCC(=O)N(CCCN2CCCC2=O)C1 (stereo not given) | 94 | -4.3 | 5 | 8 | 6 | -0.1 | 4 | 11 | -7
COc1ccc(NC(=O)CC(=O)Nc2ccc(OC)cc2OC)c(OC)c1 | 85 | 1.3 | 9 | -3 | -9 | -0.1 | 2 | 0 | -30
CCOC(=O)c1sc(NC(=O)COC(=O)CNC(=O)c2ccco2)c(C(=O)OCC)c1C | 110 | 0.3 | 6 | 2 | 3 | 0.2 | -3 | 6 | 0
O=C(Nc1ccncc1)c1cccc(S(=O)(=O)N2CCN(c3ccc(F)cc3)CC2)c1 | 76 | -0.8 | 4 | 3 | 10 | -0.1 | -3 | 7 | 23
O=C(CN1C(=O)CC(c2ccccc2)=Nc2ccccc21)NCc1ccccc1 | 99 | 0.0 | 3 | 0 | 3 | 0.1 | 3 | 1 | 4
Cc1cccc(NC(=O)c2cnn(-c3ccc(F)cc3)c2C2CCNCC2)c1C | 96 | -1.3 | -6 | -1 | 4 | 0.1 | 0 | 4 | 6

(next part)
SMILES | Yeast superoxide | MEX-5 binding | GLD-1 TGE inh | MCL1 BIM primary | EBNA-1 inhibitor | Efflux pump mplx | Fam108B counter | Bcl-xL primary | ZTA DNA inh
O=C(O)CC1CCCC(c2ccccc2)C1=O (stereo not given) | 113 | -0.8 | 3 | -3 | -1 | 0.0 | 0 | 3 | 10
COc1ccc(CC(=O)NCc2nnc(SCC(=O)Nc3ccc(OC)cc3)n2C)cc1 | 104 | -1.9 | -1 | -1 | 6 | -0.2 | 2 | 5 | 1
Cc1cc2cc(C)c3nnc(SCC(=O)NCc4ccc5c(c4)OCO5)n3c2cc1C | 117 | 0.3 | 2 | -7 | -6 | 0.3 | 7 | -3 | -5
COc1ccc(OC)c(NC(=O)CCc2nnc3ccc(N4CCC(C)CC4)nn23)c1 | 100 | -0.2 | 7 | 2 | 4 | -0.3 | -1 | 8 | -19
O=C(NC(CO)Cc1ccccc1)c1ccccc1 (stereo not given) | 88 | 0.6 | 6 | 6 | 3 | 0.1 | 1 | 4 | 14
COc1cc(OC)cc(C(=O)OCC(=O)Nc2ccc(F)cc2F)c1 | 100 | 0.5 | 5 | -1 | -1 | 0.0 | -4 | -3 | 7
CCOc1ccc(CCNC(=O)CCNS(=O)(=O)c2ccc3c(c2)CCN3C(C)=O)cc1OCC | 91 | 0.5 | 4 | 5 | -7 | 0.1 | -4 | 11 | 0
Cc1cc(C)c(C#N)c(SCc2nc3ccccc3[nH]2)n1 | 94 | 1.8 | -6 | 3 | 5 | -0.1 | 1 | 7 | 5
C=C(Cl)COc1ccc2c(CCCC)cc(=O)oc2c1 | 106 | 0.6 | 3 | 6 | -20 | 0.3 | -3 | 2 | -14
CCCCN(CC(=O)NCc1ccc(F)cc1)C(=O)c1ccco1 | 107 | 0.8 | -11 | -9 | 0 | -0.1 | 5 | 2 | -13
CCn1c(SCC(=O)N2CCCc3ccccc32)nnc1-c1c[nH]c2ccccc12 | 109 | 1.1 | 7 | -3 | -11 | 0.1 | -3 | -1 | 3
COc1ccc(CNS(=O)(=O)c2ccc(Br)s2)cc1 | 104 | 0.8 | 4 | -4 | 0 | -0.2 | 0 | 1 | 8

From PubChem BioAssay

Rows were taken by chance. About 2.3% of those tested had a hit in this group.
